Myeloid diff MLP – induction of myeloid progenitor differentiation, primary screen, cell-based, flow cytometry, MLPCN library; calls only at 10 µM; hit rate 1% among 360,000; ER-HoxA9 myeloid progenitors, lysozyme-GFP differentiation;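 active = normalized GFP-positive differentiation at or above the plate's own cutoff, the solvent-only control mean plus 3 SD; inconclusive = no clear call, values can overlap the other calls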;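 note: cells exposed to compound for four days before flow analysis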
Myeloid diff MLP GFP+ MAC1+ % – recorded beside Myeloid diff MLP, whose call it bears; GFP+ MAC1+ double positive, %; measured here: differentiation confirmed by MAC1 staining
Active calls of the source: *; i = inactive; ? = inconclusive; . = not tested or not shown; + = active, no number.

SMILES	Myeloid diff MLP	Myeloid diff MLP GFP+ MAC1+ %
COC(=O)[C@H](CC(C)C)NC(=O)/C=C/[C@H]1O[C@@H](n2cc(C)c(=O)[nH]c2=O)C[C@@H]1O	i	1.0
Cn1c(SCC(=O)c2ccc(F)cc2)ncc(C(=O)Nc2ccccc2)c1=O	i	0.8
COc1cc(CNC(=O)c2cc(-c3cc(F)ccc3OC(C)C)n[nH]2)cc(OC)c1	i	1.1
Oc1cccnc1SCc1ccccc1	i	0.6
Nc1ccccc1-c1ccn[nH]1	i	1.6
COc1ccccc1C1=NOC(C)(c2sc(-c3ccccc3)nc2C)C1 (configuration not stated)	i	1.4
CCc1noc(C)c1C(=O)NNC(=O)COc1ccc(C)cc1	i	0.6
COc1ccc(S(=O)(=O)N2CCCC2CNC(=O)c2cccc(OC)c2)cc1 (configuration not stated)	i	1.4
Cc1ccc(S(=O)(=O)N2CCCCC2)cc1C(=O)NC1CC(C)(C)NC(C)(C)C1	i	0.9
CCOC(=O)N1CCN(C(=O)c2ccc(CS(=O)c3cccc(C)c3)o2)CC1 (configuration not stated)	i	1.4
CN(C)C1=NC[C@H](Cc2ccccc2)N1CC1CCCCC1	i	1.4
O=C(Nc1ccc(Cl)c(C(F)(F)F)c1)[C@@H]1CC=C[C@@H]2CCN(C3CC3)C(=O)[C@@H]21	i	0.7
Cn1sccc1=O	?	.
O=C(CN1CCCCC1)N/N=C/c1cccc(C(F)(F)F)c1	i	0.4
CCC(=O)NC(c1cc(Cl)c2cccnc2c1O)C1CC1 (configuration not stated)	?	.
Nc1ccc2c(c1)C(=O)c1ccccc1-2	i	0.4
OCc1ccccc1-c1nc(NCc2ccccc2)nc2ccsc12	i	1.2
CC(=O)C(Cc1ccccc1)NC(=O)COC(=O)CCN1C(=O)C2CC=CCC2C1=O (configuration not stated)	i	0.8
O=C(OCC(=O)N1CCCC1=O)c1cc(S(=O)(=O)N2CCOCC2)ccc1Cl	i	0.5
COCCN(CC(=O)Nc1ccccc1C(F)(F)F)C(=O)c1ccc(-n2cccn2)cc1	i	0.6
C#CCN(C[C@H]1[C@H](OC(=O)NCc2ccccc2)[C@H](OC(=O)NCc2ccccc2)C[C@H]2C(=O)N(c3ccccc3)C(=O)[C@@H]12)S(=O)(=O)c1ccc(C)cc1	i	0.6
N#CCSc1ccccc1NC(=O)CN1C(=O)C(=O)N(Cc2ccccc2)C1=O	i	3.9
Cc1cc2nc(C3CCCCC3)c(CC(C)(C)C)n2c(C)c1Br	i	0.9
CC(C)Cn1c(N)c(C(=O)COC(=O)CCc2nc3ccccc3c(=O)[nH]2)c(=O)n(C)c1=O	i	0.6
O=C(Nc1nc(-c2ccc(F)cc2)cs1)C1CCN(C(=O)c2ccc(F)cc2)CC1	i	1.7
O=C(COC(=O)c1cc[n+]([O-])cc1)Nc1cccc(F)c1	i	0.5
CCOC(=O)C1(C)CCN1C(=O)c1ccc(C#N)cc1 (configuration not stated)	i	0.7
O=C(Nc1cccc(S(=O)(=O)NC2=NCCCCC2)c1)c1ccc(Cl)cc1	i	1.1
O=C(NCc1ccncc1)[C@@H]1CCCN1C(=O)[C@@H]1CCCN1C(=O)c1ccccc1Cl	i	0.4
C[C@H]1CNC(=O)c2c(C(=O)Nc3cccc(Cl)c3)ncn21	i	0.4
CCOc1ccc(CN(C)C(=O)CN2C(=O)NC3(CCCc4ccccc43)C2=O)cc1 (configuration not stated)	i	1.3
COc1cccc(C=NNC(=O)C2CC2)c1	i	0.6
CC(C)(C)n1nnnc1C(c1ccccc1)N1CCN(c2c(Cl)cncc2Cl)CC1 (configuration not stated)	i	1.5
Cc1ccc(S(=O)(=O)N2[C@@H](c3cccc(Cl)c3)C(C(=O)O)=CC[C@H]2c2ccc3c(c2)OCO3)cc1	i	1.5
O=C(CCc1nc2ccccc2c(=O)[nH]1)Nc1cccc(S(=O)(=O)N2CCOCC2)c1	i	0.5
COc1ccc(OC)c(CC(=O)Nc2ccc3c(c2)c(=O)n(C)n3Cc2cccc(C(F)(F)F)c2)c1	i	0.8

Structures listed so far with a CF3 group:
SMILES	Myeloid diff MLP	Myeloid diff MLP GFP+ MAC1+ %
O=C(Nc1ccc(Cl)c(C(F)(F)F)c1)[C@@H]1CC=C[C@@H]2CCN(C3CC3)C(=O)[C@@H]21	i	0.7
O=C(CN1CCCCC1)N/N=C/c1cccc(C(F)(F)F)c1	i	0.4
COCCN(CC(=O)Nc1ccccc1C(F)(F)F)C(=O)c1ccc(-n2cccn2)cc1	i	0.6
COc1ccc(OC)c(CC(=O)Nc2ccc3c(c2)c(=O)n(C)n3Cc2cccc(C(F)(F)F)c2)c1	i	0.8

Carrying on.
SMILES	Myeloid diff MLP	Myeloid diff MLP GFP+ MAC1+ %
COc1cccc(CN(C)C(=O)C2CCN(S(=O)(=O)c3ccc(C)cc3)CC2)c1OC	i	0.9
CCOc1ccc(C(=O)NNC(=O)C2CC(=O)N(c3ccc(C)cc3)C2)cc1 (configuration not stated)	i	0.5
CCCn1cnc2c(SCc3ccccc3Cl)nc(N)nc21	i	2.2
COc1cc(OC)nc(Nc2nc(C(C)N)cs2)n1 (configuration not stated)	i	1.3
C[C@H](CO)N1C[C@H](C)[C@@H](CN(C)CC2CCOCC2)Oc2cc(C#Cc3ccccc3F)ccc2S1(=O)=O	i	0.4
Cn1c(SCC(=O)Nc2sccc2C#N)nnc1C1CC1	i	0.4
CC(=O)Nc1cccc(-c2ccnc3c2CC(C)(C(=O)NCCc2ccccc2)O3)c1 (configuration not stated)	?	.
CN(N=C(c1ccccc1)c1ccccc1)c1ccccc1	i	1.1
Cc1ccc(CN2C(=O)CSCC2(C)C(=O)NC(C)C)cc1 (configuration not stated)	i	2.1
CC1Cc2ccccc2N1C(=O)CN1CCN(S(=O)(=O)c2ccc3c(c2)OCCCO3)CC1 (configuration not stated)	i	0.7
COC(=O)C[C@@H]1C=C[C@H](NC(=O)c2cnccn2)[C@@H](CO)O1	i	1.3
CCC(C)(C)C1CCC2(CC1)NC(=O)N(CC(=O)NCCc1ccc(OC)c(OC)c1)C2=O (configuration not stated)	i	0.8
COC(=O)c1ccc(CNC(=O)C(C)N=C2NS(=O)(=O)c3ccccc32)cc1 (configuration not stated)	i	0.6
CC(C)(C)OC(=O)N1CCC(NC(=O)c2[nH]cnc2C(=O)Nc2ccccc2F)CC1	i	1.8
COc1ccc(S(=O)(=O)N(C)C[C@@H]2Oc3c(NS(C)(=O)=O)cccc3C(=O)N([C@@H](C)CO)C[C@H]2C)cc1	i	2.3
COC(=O)N1CCCCC1c1cc(C(=O)NCc2ccc(Cl)c(Cl)c2)no1 (configuration not stated)	i	1.6
COc1cc(C)ccc1Oc1ccc([N+](=O)[O-])cc1	i	1.0
O=S(=O)(NCC1CCC(NS(=O)(=O)c2c(F)cccc2F)CC1)c1ccc2c(c1)OCCO2 (configuration not stated)	i	0.4
COc1ccc(Cl)c(-c2cc(C(=O)NC(C)C)[nH]n2)c1	i	0.3
COc1ccc(-c2cnc3c(NC=O)cc(-c4ccc(C(=O)N5CCOCC5)cc4)cn23)cc1OC	?	.
CCOC(=O)c1oc2ccccc2c1COC(=O)CNC(=O)c1ccco1	i	1.0
Cn1cc(-c2coc3c(C(=O)NCc4cccc(Cl)c4)cccc23)cn1	i	1.6
O=C1c2ccccc2C(=O)N1N=Cc1ccc2c(c1)OCO2	i	0.2
CCc1noc(C)c1C(=O)NCCc1c[nH]c2ccccc12	i	1.7
C[C@@H]1COC(=O)[C@@H](Cc2ccc(F)cc2)C/C=C\C[C@@H](CC(=O)N[C@H](CO)Cc2ccccc2)C(=O)N1	i	2.2
CS(=O)(=O)c1ccc(NC(=O)CCCc2nc3ccccc3c(=O)[nH]2)cc1	i	1.4
CC(=O)c1cccc(NC(=O)CSc2nc3ccccc3c(=O)n2CCCN2CCOCC2)c1	i	0.5
CCc1ccccc1NC(=O)CN(C)C(=O)c1cc(C2CC2)nn1-c1ccccc1	i	0.2
Cc1ccc(CNC(=O)c2ccc(N3CCC4(CC3)CC(c3cccc(Br)c3)=NO4)c(NC(=O)c3ccc(Cl)c([N+](=O)[O-])c3)c2)cc1	i	3.3
O=c1c2ccccc2c(=O)n(-c2ccccc2)n1-c1ccccc1	i	0.7
COc1ccc(-c2ccc3nnc(SCC(=O)N4CCCC4)n3n2)cc1	i	0.6
Cc1sc2nc(CSCC(=O)N(C)CC(=O)Nc3ccc(F)cc3)[nH]c(=O)c2c1C	i	1.0
O=C(CNS(=O)(=O)c1ccc2ccccc2c1)Nc1ccc(F)c(F)c1F	i	0.6
Cc1ccccc1[C@H](NC1c2ccccc2C=Cc2ccccc21)P(=O)(c1ccccc1)c1ccccc1	i	1.2
C[C@@]12C(=O)Nc3ccc(Cl)cc3C(=O)N1[C@H]1c3ccccc3OC[C@@H]1[C@@H]2c1ccccc1	i	1.2
COc1cccc(N2CCN(C(=O)c3ccc(OC)c(S(=O)(=O)NC4CC4)c3)CC2)c1	i	0.4

Compound profiles (already shown).
Profile of COc1cccc(N2CCN(C(=O)c3ccc(OC)c(S(=O)(=O)NC4CC4)c3)CC2)c1 : Myeloid diff MLP: i; Myeloid diff MLP GFP+ MAC1+ %: 0.4
Profile of Cc1sc2nc(CSCC(=O)N(C)CC(=O)Nc3ccc(F)cc3)[nH]c(=O)c2c1C : Myeloid diff MLP: i; Myeloid diff MLP GFP+ MAC1+ %: 1.0

Next part:
SMILES	Myeloid diff MLP	Myeloid diff MLP GFP+ MAC1+ %
CCN(C(=O)CN1C(=O)NC2(CCCc3ccccc32)C1=O)c1ccc(F)cc1 (configuration not stated)	i	0.3
N#Cc1ccsc1NC(=O)CN1C(=O)NC2(CCCC2)C1=O	i	1.3
CCc1cccc(C)c1NC(=O)CCN1C(=O)NC(C)(C)C1=O	i	0.3
CC(OC(=O)C1CC1)C(=O)Nc1cc(Cl)cc(Cl)c1 (configuration not stated)	+	10*
O=C1NCC(=O)N2CCC[C@@H]12	i	4.0
O=C(Cn1cc(COc2cc(F)cc(F)c2)nn1)c1ccc(O)cc1	i	0.3
CSCCC1NC(=O)N(CC(=O)N2CCc3ccccc3C2)C1=O (configuration not stated)	i	1.0
CC(=O)Nc1ccc(NC(=O)CSc2nnc(N)n2-c2ccccc2)cc1	i	0.4
COc1ccc(COC(=O)C2CCN(S(=O)(=O)c3ccc(F)cc3)CC2)cc1	i	1.2
NCCCCCc1cn([C@@H](CCC(=O)O)C(=O)NCCCCCCCCCCC(=O)N2CCNCC2)nn1	i	1.7
CCN(CC(=O)Nc1c(F)cccc1F)C(=O)c1cccnc1Sc1ccccc1	i	0.5
Cc1ccccc1OS(=O)(=O)c1cccc([N+](=O)[O-])c1	i	1.1

Five compounds out of the list, sorted by count of non-hydrogen atoms, descending.
SMILES	Myeloid diff MLP	Myeloid diff MLP GFP+ MAC1+ %
CCN(CC(=O)Nc1c(F)cccc1F)C(=O)c1cccnc1Sc1ccccc1	i	0.5
COc1ccc(COC(=O)C2CCN(S(=O)(=O)c3ccc(F)cc3)CC2)cc1	i	1.2
CC(=O)Nc1ccc(NC(=O)CSc2nnc(N)n2-c2ccccc2)cc1	i	0.4
CCc1cccc(C)c1NC(=O)CCN1C(=O)NC(C)(C)C1=O	i	0.3
O=C1NCC(=O)N2CCC[C@@H]12	i	4.0

The list goes on:
SMILES	Myeloid diff MLP	Myeloid diff MLP GFP+ MAC1+ %
CC(C)OC(=O)C1OC1(C)c1ccccc1 (configuration not stated)	i	0.8
CCCCNC(=O)C(NC(=O)c1ccc(C(F)(F)F)cc1)C(=O)c1ccccc1 (configuration not stated)	i	1.6
CCO[C@H]1OC(C(=O)O)=C[C@@H](c2ccccc2)[C@@H]1CCCO	i	3.6
O=C(NCCc1ccc(C(F)(F)F)cc1)C1CC(=O)N(Cc2ccccc2)C1 (configuration not stated)	i	0.6
O=C(CN1C(=O)NC2(CCCC2)C1=O)NCc1ccccc1	i	0.9
CCOc1ccccc1C(=O)NC(C(=O)N(C)Cc1ccc2c(c1)OCO2)C(C)C (configuration not stated)	i	0.2
Cc1cccc(-c2cnc(C(O)Cc3ccccc3)[nH]2)c1 (configuration not stated)	i	1.7
COc1ccc(C2=Nc3ccccc3N(C(=O)Cc3cc(OC)cc(OC)c3)C2C(=O)NC(C)(C)C)cc1 (configuration not stated)	i	2.9
CCN(C(=O)CN1C(=O)NC(c2ccccc2)(c2ccc(C)c(C)c2)C1=O)C1CCCCC1 (configuration not stated)	i	0.4
CCCCN(C(=O)c1ccc2ccccc2c1)c1c(N)n(CCCC)c(=O)[nH]c1=O	i	0.5
CCc1ccc(Cn2ncc3c(C(=O)O)cc(C)nc32)cc1	i	0.8
CCOC(=O)[C@]12CCC=C1N(Cc1ccccc1)C(=O)[C@H](CC(=O)NCc1cccs1)C2	i	0.5
CCO/C(C)=N/Oc1cccc(N(C)C)c1	i	0.2
N#Cc1ccccc1OCCCN1CCC(C(O)(c2ccccc2)c2ccccc2)CC1	i	2.0
COc1ccc(F)cc1-c1cc(C(=O)NCc2ccc(F)cc2)[nH]n1	i	0.8
CN(C)c1ccc(C(CNS(=O)(=O)c2cccc([N+](=O)[O-])c2)N2CCOCC2)cc1 (configuration not stated)	i	0.5
Cc1cc2nc(-c3ccccc3O)[nH]c2cc1C	i	1.0
COc1ccc(C(=O)N(C)C2(C)CCS(=O)(=O)C2)cc1OC (configuration not stated)	i	1.4
Cc1ccc(SCC(=O)OCC(=O)NCCc2ccccc2)cc1	i	0.5
COC(=O)c1sc(S(=O)(=O)Oc2ccccc2NC(C)=O)c(C(=O)OC)c1C	i	0.5
CN(c1ccccc1)S(=O)(=O)c1cccc(NC(=O)c2ccc(=O)[nH]n2)c1	i	0.9
COC(=O)CN1C(=O)CSc2ccc(S(=O)(=O)N3CCC(C)CC3)cc21	i	6.2
CCCc1nc2ccc(Cl)cn2c1Cc1ccccc1	i	0.8
c1ccc(-c2nc3ccccn3c2-c2ccccc2)cc1	i	0.4
CC1(C)C2CCC1(CS(=O)(=O)N1CCCC1C(=O)O)C(=O)C2 (configuration not stated)	i	0.8
O=C(CSc1nc(-c2ccccc2)c(-c2ccccc2)o1)N1CCCCC1	i	0.3

Bioassay records as filed in PubChem BioAssay.

A portion of the library; count on the stated rates, not on these rows.
